CHRM4 antagonist: human M4 muscarinic receptor antagonists, primary screen, CHO cells, Fluo-8 calcium fluorescence. CHO-hM4 cells, ACh EC80. inhibition, % at 3 µM. actives 0.73% (n = 360,000);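 active = inhibition above its plate's cutoff, the mean inhibition of sample wells plus 3 SD, cut at about 27% in these data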;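 note: 0% = acetylcholine EC80 with DMSO and 100% = DMSO without agonist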
Target sequence (P08173 whole entry, looked up): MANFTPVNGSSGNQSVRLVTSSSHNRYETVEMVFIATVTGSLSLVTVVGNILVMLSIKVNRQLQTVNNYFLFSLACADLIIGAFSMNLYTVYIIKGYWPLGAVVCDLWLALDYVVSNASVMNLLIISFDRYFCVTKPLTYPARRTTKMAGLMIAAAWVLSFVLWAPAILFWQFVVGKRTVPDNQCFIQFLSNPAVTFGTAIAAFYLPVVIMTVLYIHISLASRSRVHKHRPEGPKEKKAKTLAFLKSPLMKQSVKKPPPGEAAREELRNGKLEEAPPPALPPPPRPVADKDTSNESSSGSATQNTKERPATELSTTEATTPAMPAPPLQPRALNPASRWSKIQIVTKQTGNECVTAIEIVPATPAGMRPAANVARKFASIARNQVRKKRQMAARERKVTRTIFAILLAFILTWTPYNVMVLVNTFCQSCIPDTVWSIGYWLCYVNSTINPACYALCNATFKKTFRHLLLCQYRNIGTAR
TAAR1 ag: human TAAR1 agonists, primary screen, Fluo-8 calcium fluorescence, CHO RD-HGA16 cells; activation, % at 3 µM; Trace amine-associated receptor 1 (Homo sapiens), Q96RJ0; actives 0.99% (n = 360,000); vehicle wells 0%, saturating PEA agonist 100%;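 active = activation above the mean activation of all test compounds in the run plus 3 SD, cut at about 38% in these data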
Target sequence (Q96RJ0 whole entry, looked up): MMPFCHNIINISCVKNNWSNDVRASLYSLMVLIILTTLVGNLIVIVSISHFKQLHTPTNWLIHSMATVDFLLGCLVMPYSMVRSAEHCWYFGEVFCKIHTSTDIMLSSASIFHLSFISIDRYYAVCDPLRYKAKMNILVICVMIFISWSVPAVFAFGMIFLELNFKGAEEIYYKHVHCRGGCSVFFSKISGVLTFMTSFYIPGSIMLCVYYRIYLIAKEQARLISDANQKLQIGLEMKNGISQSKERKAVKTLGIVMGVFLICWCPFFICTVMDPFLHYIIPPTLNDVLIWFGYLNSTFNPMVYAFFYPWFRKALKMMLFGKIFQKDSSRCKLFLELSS
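Test system: RD-HGA16 (CHO) cells co-expressing Gα16 and hTAAR1 / Benchmarks: DMSO vehicle as 0%, PEA at EC100 as 100% / Repeats: no replicates (n 1) / Measure: % activation from peak over basal fluorescence ratio, DMSO-to-PEA scaled / Timing: 17-24 h plating, Fluo-8 75 min 37 °C, 30 min RT / Technique: kinetic Fluo-8 calcium fluorescence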
CHRM4 agonist: human M4 muscarinic receptor agonists, primary screen, CHO-K1 cells, Fluo-8 calcium fluorescence; AID 624127, 2012; CHO-K1 hM4/Gqi5; vehicle 0%, full acetylcholine response 100%; activation, % at 3 µM; actives 0.14% (n = 360,000); Muscarinic acetylcholine receptor M4 (Homo sapiens), P08173;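 active = activation above the run mean over all test wells plus 3 SD, cut at about 32% in these data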;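 note: peak over basal fluorescence ratio per well then scaled between controls; 0% = DMSO wells and 100% = acetylcholine at EC100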
M1 ag: human M1 muscarinic receptor agonists, primary screen, Fluo-8 calcium fluorescence, CHO-K1 cells, HTS; Muscarinic acetylcholine receptor M1 (Homo sapiens), P11229; CHO-K1 hM1, agonist mode; 0% DMSO, 100% acetylcholine EC100; activation, % at 3 µM; actives 0.33% (n = 360,000); AID 588814, 2011;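 active = activation above the run's mean compound activation plus 3 SD, cut at about 16% in these data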;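 note: peak over basal fluorescence ratio within a 140 s kinetic read after compound addition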
M5 antag: human M5 muscarinic receptor antagonists, primary screen, CHO cells, Fluo-8 calcium fluorescence | Muscarinic acetylcholine receptor M5 (Homo sapiens), P08912 | CHO-hM5 cells, ACh EC80 | inhibition, % at 3 µM | actives 0.59% (n = 360,000) | AID 624040, 2012;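 active = inhibition above a per-plate cutoff, the mean of that plate's test compounds plus 3 SD, cut at about 27% in these data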;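 note: 0% = acetylcholine EC80 with DMSO and 100% = DMSO without agonist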
M1 antag: human M1 muscarinic receptor antagonists, primary screen, CHO-K1 cells, Fluo-8 calcium fluorescence, 1536-well; AID 588852, 2011; actives 1.3% (n = 360,000); inhibition, % at 3 µM; Muscarinic acetylcholine receptor M1 (Homo sapiens), P11229; CHO-K1 hM1, ACh EC80 antagonist;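 active = percent inhibition above its own plate's cutoff, namely the mean of that plate's compound wells plus 3 SD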;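 note: peak over basal fluorescence ratio during 140 s after agonist addition; 0% = ACh EC80 plus DMSO and 100% = DMSO alone without agonist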
CHRM5 PAM: human M5 muscarinic receptor positive allosteric modulators, primary screen, CHO-K1 cells, Fluo-8 calcium fluorescence; Muscarinic acetylcholine receptor M5 (Homo sapiens), P08912; actives 0.3% (n = 360,000); CHO-K1 hM5, ACh EC20 PAM; 0% = ACh EC20, 100% = ACh EC100; AID 624038, 2012; activation, % at 3 µM;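 active = activation above the run cutoff, the mean activation of all test compounds plus 3 SD, cut at about 18% in these data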
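system = human M5 receptor in CHO-K1 cells | compound = one concentration, 3 µM final (nominal) | schedule = Post-acetylcholine fluorescence recording 140 s | signal = Fluo-8 calcium dye fluorescence, kinetic read | benchmarks = low control EC20 acetylcholine (0%), high control EC100 acetylcholine (100%) | repeats = singlicate, one well per test compound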
M5 ag: human M5 muscarinic receptor agonists, primary screen, CHO-K1 cells, Fluo-8 calcium fluorescence; CHO-K1 hM5 cells; 0% DMSO wells, 100% maximal acetylcholine response; activation, % at 3 µM; actives 0.19% (n = 360,000);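 active = activation above the run's mean over test compounds plus 3 SD, cut at about 23% in these data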;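 note: signal is peak over basal fluorescence ratio across the kinetic read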
CHRM1 PAM: human M1 muscarinic receptor positive allosteric modulators, primary screen, CHO-K1 cells, Fluo-8 calcium fluorescence, 1536-well | Muscarinic acetylcholine receptor M1 (Homo sapiens), P11229 | AID 588819, 2011 | CHO-K1 hM1, ACh EC20; 0% = ACh EC20, 100% = maximal ACh | actives 0.088% (n = 360,000) | activation, % at 3 µM; in the data active = activation above about 19%, passing the limit was not always enough
An asterisk follows results filed as active; x = no result given. An excerpt. The share of hits here may be higher or lower than overall.

1) CCOC(=O)C1=CC[C@@H](c2ccccc2)N(S(=O)(=O)c2ccc(C)cc2)[C@H]1c1cccc(OC)c1
2) N#C/C(=C\c1ccccc1O)C(=O)Nc1ccccn1
3) COc1cc(C(=O)NC(=S)Nc2cccc(-c3cc4ccccc4oc3=O)c2)cc(OC)c1OC
4) CCN(CC)c1ccc(N=Cc2cc(Br)ccc2O)cc1
5) CC(C)C[C@H](NC(=O)C1CCN(S(=O)(=O)c2ccccc2)CC1)C(=O)NCc1ccncc1
6) C/C(=N\Nc1cc(C(F)(F)F)ccc1Cl)c1ccccc1O

Screen / compound no.	1	2	3	4	5	6
CHRM4 antagonist	9	-14	-9	10	9	-4
TAAR1 ag	1	3	-1	0	2	-2
CHRM4 agonist	0	1	5	1	0	0
M1 ag	-5	4	1	-6	-6	-5
M5 antag	-4	5	5	9	13	8
M1 antag	2	-11	0	8	5	5
CHRM5 PAM	-7	4	-12	7	-4	-1
M5 ag	1	-2	1	-2	-4	-2
CHRM1 PAM	3	16	4	-1	-2	-9

7) COc1ccc(NC(=O)CN(C)C(=O)c2ccc(NC3CC3)c([N+](=O)[O-])c2)cc1
8) COc1ccccc1CN1CCNC(=O)C1CC(=O)NCC1CCOCC1 (stereo unspecified)
9) CC(C)NC(=O)CCNC(=O)c1ccc(F)cc1
10) O=C(c1cc(-c2cccc3ccccc23)nc2ccccc12)N1CCN(CCO)CC1
11) CCOC(=O)c1c(C)[nH]c(C(=O)OCc2csc(CC(=O)Nc3ccccc3C)n2)c1C
12) COc1ccc(CCn2c(C)cc(C(=O)CSc3nnc(N)s3)c2C)cc1

Screen / compound no.	7	8	9	10	11	12
CHRM4 antagonist	-6	-1	2	11	2	2
TAAR1 ag	1	1	8	16	6	x
CHRM4 agonist	0	1	1	20	5	12
M1 ag	-2	-3	-5	3	-4	-2
M5 antag	-14	13	13	10	7	1
M1 antag	-12	-13	-4	10	-2	12
CHRM5 PAM	3	-8	-6	-38	-9	-10
M5 ag	-1	-4	-3	5	1	1
CHRM1 PAM	6	5	8	1	-1	-3

13) CCOc1cc(C=O)ccc1OCCSc1ccc(Cl)cc1
14) Nc1c(C(=O)c2ccccc2)sc2nsc(SCCN3CCCC3)c12
15) COc1ccccc1Nc1nc2nonc2[nH]c1=O
16) COc1ccc(NS(=O)(=O)c2cccc(C(=O)N3CCN(S(=O)(=O)c4ccccc4)CC3)c2)cc1
17) CCn1c(CC(=O)Nc2ccc(F)cc2)nnc1SCC(=O)Nc1nnc(C)s1
18) Cc1nn(-c2ccc(N3CCOCC3)nn2)c(C)c1CCC(=O)Nc1ccc(F)cc1

Screen / compound no.	13	14	15	16	17	18
CHRM4 antagonist	-14	17	-2	2	-18	-9
TAAR1 ag	5	30	13	2	-3	6
CHRM4 agonist	2	15	1	15	2	4
M1 ag	-6	11	-3	-4	-1	-1
M5 antag	-4	24	-4	17	0	5
M1 antag	-7	55*	-8	9	-12	4
CHRM5 PAM	-6	-11	-2	-14	-1	-1
M5 ag	-4	32*	1	0	-4	0
CHRM1 PAM	-2	-26	13	-8	12	-3

19) CN(C)C(=O)C12CCC(C)(C(=O)C1Br)C2(C)C (stereo unspecified)
20) COc1ccc(S(=O)(=O)N(C)CC(=O)NCCN2CCOCC2)cc1C
21) Cc1ccc(S(=O)(=O)N(C)CC(=O)NCCc2c[nH]c3ccccc23)cc1
22) CCCCSCc1[nH]c(=O)[nH]c1C(=O)CCCCC(=O)OCC
23) CCCCCCCC(=O)N/N=C/c1ccc([N+](=O)[O-])o1
24) COc1ccc(-c2cn[nH]c2-c2ccc(OCC(=O)NN)cc2O)cc1OC

Screen / compound no.	19	20	21	22	23	24
CHRM4 antagonist	-2	5	-6	-8	9	4
TAAR1 ag	3	-1	16	3	0	5
CHRM4 agonist	0	0	22	0	2	4
M1 ag	-1	-4	-2	-5	-10	-2
M5 antag	9	10	6	4	3	4
M1 antag	-11	-10	16	0	-6	-14
CHRM5 PAM	-3	0	-11	-6	-8	-2
M5 ag	0	-3	4	1	-3	-2
CHRM1 PAM	14	8	-15	3	8	9

A draw from above in order of molecular weight, high to low.
20) COc1ccc(S(=O)(=O)N(C)CC(=O)NCCN2CCOCC2)cc1C
24) COc1ccc(-c2cn[nH]c2-c2ccc(OCC(=O)NN)cc2O)cc1OC
23) CCCCCCCC(=O)N/N=C/c1ccc([N+](=O)[O-])o1

Screen / compound no.	20	24	23
CHRM4 antagonist	5	4	9
TAAR1 ag	-1	5	0
CHRM4 agonist	0	4	2
M1 ag	-4	-2	-10
M5 antag	10	4	3
M1 antag	-10	-14	-6
CHRM5 PAM	0	-2	-8
M5 ag	-3	-2	-3
CHRM1 PAM	8	9	8

The listing continues:
25) COc1ccc(-c2cc(C(=O)NCc3cccs3)no2)cc1
26) C/C(CC(=O)Nc1ccc2c(c1)OCO2)=N\NC(=O)c1ccccc1N
27) Cc1coc2c(C)c3oc(=O)c(CCC(=O)N4C[C@H]5C[C@@H](C4)c4cccc(=O)n4C5)c(C)c3cc12
28) O=C(NNC(=O)c1cc(-c2ccc(Cl)cc2Cl)nc2ccccc12)Nc1ccccc1
29) O=C(Nc1c(Cl)cccc1Cl)Oc1cccc2cccnc12
30) Cc1cccc(CSCC(=O)N2CCN(S(=O)(=O)c3ccccc3C#N)CC2)c1

Screen / compound no.	25	26	27	28	29	30
CHRM4 antagonist	9	-3	-14	2	-4	0
TAAR1 ag	-4	0	0	6	-1	5
CHRM4 agonist	0	1	3	0	2	7
M1 ag	-2	-3	-9	2	-12	-3
M5 antag	8	2	-2	-3	-4	3
M1 antag	-19	-11	-6	-38	-4	1
CHRM5 PAM	6	6	1	3	1	-5
M5 ag	-4	-1	-2	-3	-3	1
CHRM1 PAM	13	8	3	-3	2	-5

31) O=C(c1ccc(Cl)cc1)N1CCN(CCOc2ccccc2)CC1
32) O=C1CCC(C(=O)N2CCOCC2)CN1Cc1ccc(Cl)cc1 (stereo unspecified)
33) CC(=O)Nn1cc2c(c1-c1ccccc1)c(=O)n(C)c(=O)n2C
34) Cc1ccc2c(c1)C1CN(C)CCC1N2C(=S)Nc1ccc(Cl)cc1Cl (stereo unspecified)
35) C[C@H]1CN([C@@H](C)CO)C(=O)CCCn2nncc2CO[C@H]1CN(C)C(=O)Nc1ccc2c(c1)OCO2
36) COc1ccc(S(=O)(=O)Nc2cc(Cl)ccc2-n2cncn2)cc1

Screen / compound no.	31	32	33	34	35	36
CHRM4 antagonist	2	14	1	-5	18	8
TAAR1 ag	0	2	1	26	-1	11
CHRM4 agonist	2	1	0	1	1	2
M1 ag	-7	0	-3	-7	-5	-2
M5 antag	4	13	-3	10	1	-2
M1 antag	6	27	8	4	-3	-7
CHRM5 PAM	-3	-2	-1	3	1	5
M5 ag	-5	-3	3	-16	1	2
CHRM1 PAM	-3	-8	0	-1	-1	10

An excerpt from above in order of the CHRM4 antagonist value, falling.
32) O=C1CCC(C(=O)N2CCOCC2)CN1Cc1ccc(Cl)cc1 (stereo unspecified)
31) O=C(c1ccc(Cl)cc1)N1CCN(CCOc2ccccc2)CC1
33) CC(=O)Nn1cc2c(c1-c1ccccc1)c(=O)n(C)c(=O)n2C

Screen / compound no.	32	31	33
CHRM4 antagonist	14	2	1
TAAR1 ag	2	0	1
CHRM4 agonist	1	2	0
M1 ag	0	-7	-3
M5 antag	13	4	-3
M1 antag	27	6	8
CHRM5 PAM	-2	-3	-1
M5 ag	-3	-5	3
CHRM1 PAM	-8	-3	0

(continued)
37) CN(C=C1C(=O)CC(C)(C)CC1=O)CCN1CCNCC1
38) CCCN(C(=O)CCNC(=O)c1ccc(Cl)cc1)c1c(N)n(Cc2ccccc2)c(=O)[nH]c1=O
39) Cc1cc(C)c2sc(N(CCCN(C)C)C(=O)CN3C(=O)c4ccccc4C3=O)nc2c1
40) COc1cccc(-c2nc(CS(=O)CC(=O)NC3CCCCC3)c(C)o2)c1 (stereo unspecified)
41) Cc1cc(S(=O)(=O)NCc2cccnc2)ccc1-n1cnnn1
42) COc1ccc(CCNCC(O)COc2ccc(Cl)cc2)cc1OC (stereo unspecified)

Screen / compound no.	37	38	39	40	41	42
CHRM4 antagonist	0	-21	13	0	1	9
TAAR1 ag	1	0	16	-2	-2	7
CHRM4 agonist	1	2	10	2	1	2
M1 ag	-6	-3	-3	3	-4	-1
M5 antag	5	2	9	-5	4	13
M1 antag	-29	-10	-6	-12	-12	6
CHRM5 PAM	0	0	5	3	1	-4
M5 ag	-1	-2	-11	0	1	-7
CHRM1 PAM	5	11	7	21	5	-4

43) CCOc1cc(CNn2nnnc2N)cc(Cl)c1OCC(=O)NC(C)(C)C
44) COc1ccc(CCC(=O)Nc2nccs2)cc1OC
45) O=C(NCc1ccc2c(c1)OCO2)c1nn(-c2ccccc2)c(=O)c2ccccc12
46) Cc1nnc(SCC(=O)NC2CCCCC2)n1N
47) Cc1cccc(CCN=C(N)NS(=O)(=O)c2ccccc2)c1

Screen / compound no.	43	44	45	46	47
CHRM4 antagonist	-8	-9	3	1	12
TAAR1 ag	5	1	6	0	5
CHRM4 agonist	1	4	2	1	2
M1 ag	-2	-5	-3	-5	-2
M5 antag	5	9	12	-4	4
M1 antag	7	0	-2	-1	11
CHRM5 PAM	-4	-6	-4	11	-1
M5 ag	-1	1	-1	1	-4
CHRM1 PAM	-1	1	-1	-1	-2

Source: PubChem (The Scripps Research Institute Molecular Screening Center)
